# High-throughput results: PubChem, Sanford-Burnham Center for Chemical Genomics
# Mdm2-MdmX inh: inhibitors of human Mdm2-MdmX association, primary screen, cell-based, luminescence, split luciferase, SaOS-2, uHTS; Protein Mdm4 (Homo sapiens) + E3 ubiquitin-protein ligase Mdm2 (Homo sapiens), …; SaOS-2 split-luciferase Mdm2/MdmX complementation; inhibition, % at 8 µM; hit rate 3% among 330,000; AID 485346, 2010;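 active = inhibition of at least 50% at 8 µM in the primary screen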
# tim23-1 inh: growth inhibitors of tim23-1 mutant yeast, primary screen, luminescence, uHTS | S. cerevisiae tim23-1 growth, BacTiter-Glo luminescence, 24 h | hit rate 1.3% among 330,000 | AID 463212, 2010 | inhibition, % at 20 µM;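 active = growth inhibition of the mutant yeast at or above 50%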;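 note: temperature-sensitive mutant grown at 25 °C; plate controls were DMSO-treated mutant yeast for no effect and medium wells lacking yeast for full effect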
# UPR CHOP act: activators of apoptotic CHOP UPR arm, primary screen, cell-based, CHO-CHOP luciferase reporter, luminescence, uHTS. hit rate 0.34% among 330,000. activation, % at 10 µM. UPR activation; percent of tunicamycin response over DMSO baseline. AID 449763, 2010;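 active = at 10 µM dose, activation of 40% or more, normalized to positive control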;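 note: 100% = tunicamycin at 10 µg/mL and 0% = DMSO alone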
#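 System: CHO-CHOP luciferase reporter cell line | Buffer or medium: F12 medium containing 10% fetal bovine serum | Doses: One dose, 10 µM in 0.5% DMSO | Times: 6 h compound exposure at 37 °C after overnight seeding | Signal: Luciferase luminescence | Read-out: % activation vs tunicamycin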
# UPR XBP1 act: activators of adaptive XBP1 UPR arm, primary screen, cell-based, CHO-XBP1 luciferase reporter, luminescence, uHTS; hit rate 0.33% among 330,000; activation, % at 20 µM; IRE1-XBP1 UPR activation; percent of tunicamycin response, DMSO as zero;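 active = versus positive control, 20 µM dose yields 30% or more activation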;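 note: 100% = tunicamycin at 10 µg/mL and 0% = DMSO only wells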
#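 Material – CHO cell line with stable XBP1 luciferase reporter · Buffer or medium – F12 plus 10% FBS · Compound – single point, 20 µM final compound, 1% DMSO · Schedule – 16-18 h cell attachment at 37 °C, then 6 h compound exposure · Signal – Steady-Glo luminescence read · Benchmarks – high control tunicamycin 10 µg/mL final, low control DMSO vehicle only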
# APJ ag: agonists of human apelin receptor APJ, primary screen, CHO-K1 cells, PathHunter beta-arrestin, luminescence; P35414; 0% DMSO wells, 100% apelin; AID 2520, 2010; hit rate 0.11% among 330,000; activation, % at 20 µM;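 active = activation more than six SD over the plate average, tested at 20 µM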;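 note: 0% = DMSO alone and 100% = apelin-13 at 10 nM; some results filed as inactive read as strong as hits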
# Target sequence (P35414 whole entry, looked up): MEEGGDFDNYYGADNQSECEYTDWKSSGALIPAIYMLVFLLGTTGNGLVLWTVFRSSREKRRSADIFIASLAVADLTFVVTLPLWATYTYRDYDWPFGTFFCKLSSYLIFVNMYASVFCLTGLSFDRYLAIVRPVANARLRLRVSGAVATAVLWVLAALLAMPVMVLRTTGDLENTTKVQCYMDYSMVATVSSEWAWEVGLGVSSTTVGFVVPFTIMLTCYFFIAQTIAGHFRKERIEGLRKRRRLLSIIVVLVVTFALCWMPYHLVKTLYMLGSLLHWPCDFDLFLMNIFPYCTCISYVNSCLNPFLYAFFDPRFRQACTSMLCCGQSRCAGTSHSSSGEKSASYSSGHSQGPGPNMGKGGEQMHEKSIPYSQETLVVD
#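 Material: CHO-K1 APJ beta-arrestin complementation cell line; Input: cell density 1000 per well; Incubation: compound stimulation 90 min at 25 °C, detection 60 min; Signal: luminescence from split beta-galactosidase complementation, Galacton Star/Emerald II substrate; Controls: DMSO-only wells as negative, 10 nM Apelin-13 as positive control.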
# 697 NFkB inh: inhibitors of PMA/ionomycin-induced NF-kB reporter, 697 cells, primary screen, B-cell NF-kB inhibitor project, cell-based, luminescence, uHTS; 697 B-cell NF-kB luciferase reporter, 16 h; inhibition, % at 4 µM; hit rate 0.33% among 330,000; in the data active = inhibition above about 35%
# APJ antagonist: antagonists of human apelin receptor APJ, primary screen, CHO-K1 cells, beta-arrestin complementation, luminescence; inhibition, % at 20 µM; hit rate 0.32% among 330,000;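 active = inhibition above about 40% at 20 µM, limit read from the data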;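 note: cells challenged with 10 nM apelin-13 agonist together with compound; plate controls were apelin-13 plus DMSO wells for no effect and DMSO wells lacking apelin-13 for full effect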
# Jurkat NFkB inh: inhibitors of induced NF-kB luciferase reporter, primary screen, TCR NF-kB activation inhibitor project, cell-based, luminescence, uHTS. inhibition, % at 4 µM. hit rate 0.53% among 330,000. Jurkat, PMA/ionomycin-induced NF-kB luciferase reporter; in the data active = inhibition above about 50%
# Active calls of the source: *.
SMILES,Mdm2-MdmX inh,tim23-1 inh,UPR CHOP act,UPR XBP1 act,APJ ag,697 NFkB inh,APJ antagonist,Jurkat NFkB inh
CC(=O)OCCOc1nc(NC(C)C)nc(NC(C)C)n1,-10,-1,-0.6,-2,0,-7,10,8
O=C(COc1ccccc1F)NNC(=O)Cc1ccc(S(=O)(=O)N2CCOCC2)s1,-16,16,-0.3,-1,7,7,9,13
CC(C)c1ccc(S(=O)(=O)Nc2ccc(O)c(Sc3ncn[nH]3)c2)cc1,29,-14,-1.3,-6,11,-4,-59,9
CCNC(=S)NN=C1c2ccccc2-c2ccccc21,27,7,-1.9,4,-2,-1,23,18
CCC(C(=O)OCC(=O)Nc1ccc(C(N)=O)cc1)c1ccccc1 (stereo not given),3,2,-2.2,-1,-1,16,-5,11
Cc1ccc2c(c1)N(C(=O)CCC(=O)NC1CCCCCC1)CCO2,-14,16,0.5,-3,-5,12,8,4
COC(=O)Cc1c(C)nc2nc[nH]n2c1=O,-3,-5,-0.1,-2,-5,4,9,-1
COc1nc(N(C)S(=O)(=O)c2ccc(C)cc2)nc(C)c1Br,34,5,4.3,-2,0,-24,13,11
COc1cccc(N=C(N)N)c1,-16,2,0.4,4,-1,-1,9,-5
Cc1ccc(S(=O)(=O)N2CCN(C(=O)COC(=O)c3ccccn3)CC2)c(C)c1,-2,-2,0.1,6,4,10,8,16
COc1ccccc1-c1oc2ccccc2c1C#CC1(N)CCCCC1,74*,37,2.2,14,-6,20,0,13
O=C(COCc1nc2ccccc2c(=O)[nH]1)NC1CCCC1,-12,-3,-0.4,-1,-7,-2,13,-4
CCn1c(=N)n(CC(=O)c2ccc(OC)cc2)c2ccccc21,-1,27,-2.5,0,0,-57,13,-30
O=C(NC1CCCCC1)C(c1cccnc1)N(C(=O)c1csnn1)c1ccccc1 (stereo not given),12,4,3.0,0,-2,-3,15,7
CN(C)C=Nc1nc2ccccc2nc1N1CCCC1,31,23,-2.2,0,-4,7,5,5
CCc1cccc(N=c2c([N+](=O)[O-])nn(-c3ccc4c(c3)OCCO4)n2O)c1,73*,47,12,13,3,4,-33,14
CCOC(=O)C(CCCOc1cccc(OC)c1)C(=O)OCC,19,12,0.1,0,-5,12,6,1
CN(Cc1ccc(F)cc1)Cc1nc(-c2cnccn2)no1,-9,17,1.1,-3,-1,-18,3,-19
Cc1cccc(NC(=O)C[n+]2ccc(N(C)C)cc2)c1,-2,-7,-1.1,-3,-2,-10,4,10
COc1nc(Oc2ccc(C(=O)OCC(N)=O)cc2)nc(N(C)C)n1,26,11,-1.3,-3,-1,-3,9,-10
COc1cccc(N/C=C/C(=O)c2ccc(C)cc2)c1,-250,25,2.0,-8,-4,-329,16,-153
COc1cc(/C=C/C(=O)Nc2ccc(C(C)=O)cc2)cc(OC)c1OC,18,27,2.2,-1,-2,-20,9,-4
O=C(c1ccco1)N1CCN(S(=O)(=O)Cc2ccc(Cl)cc2)CC1,1,16,-1.8,-2,-5,1,7,2
O=C(O)Cc1cn(-c2ccccc2)nc1-c1ccccc1,15,21,0.4,-2,0,-4,17,-7
CCOC(=O)c1ccc(NC(=O)Nc2ncc(Cl)cc2Cl)cc1,7,56*,2.4,1,0,6,-10,2
CCCN(Cc1ccccc1)S(=O)(=O)c1ccc(N2C(=O)CCC2=O)cc1,-12,-1,-2.0,1,-4,16,-21,0
Cc1occc1C(=O)Nc1cc(C(C)(C)C)on1,-64,23,5.5,1,-5,-67,-7,-75
COc1cccc(N=CC2=C(O)CCCC2=O)c1,2,12,9.6,4,1,9,-5,0
COc1ccc(NC(=S)N2CCC(c3ccc(C)cc3)C2)cc1 (stereo not given),-22,45,2.7,-4,-4,-6,11,-3
CCCC/C(O)=N\S(=O)(=O)c1ccc(N=NN(C)C)cc1,18,12,0.6,0,11,-17,3,-4
COc1ccc(NC(=O)CN(C)C(=O)c2cccc(-n3cccc3)c2)cc1,22,-5,0.9,-1,0,-5,-37,-1
COc1ccc(/C=C/CN2CCCC(C(=O)c3cc(F)ccc3F)C2)cc1 (stereo not given),-13,-9,0.1,-2,1,8,-6,-3
O=C(c1cccc(Cl)c1)N1CCN(Cc2c[nH]c3ccccc23)CC1,-20,0,0.0,-1,-2,17,-6,-4
O=C1C(=O)N(CC2CCCO2)C(c2ccco2)/C1=C(/O)c1ccc(F)cc1 (stereo not given),15,4,1.3,-3,0,18,-20,-3
Cc1cc(C)cc(-n2nnc(C(=O)NCc3ccccc3Cl)c2N)c1,-5,6,0.8,1,-3,18,6,-20
COn1c(=O)c(-c2ccc(Cl)cc2)[n+]([O-])c2ccccc21,-20,7,0.5,1,2,4,-6,-3
COc1ccc(S(=O)(=O)N/N=C\c2ccc([N+](=O)[O-])o2)c(OC)c1,9,15,0.8,-4,6,-2,-39,-13
COCc1c(C(=O)OC/C(O)=C(\C#N)c2nc3ccccc3[nH]2)oc2ccccc12,11,-17,-0.1,2,-1,10,-4,-11
Cc1nnc(SCC(=O)NCC(=O)Nc2ccc(F)c(F)c2F)n1Cc1ccccc1,0,19,0.6,-2,0,0,5,-8
Cn1nc(C(F)(F)F)c(-c2ccc(Br)cc2)c1NC(=O)C1CCC1C(=O)O (stereo not given),25,9,-0.6,1,-3,-6,7,3
CC(=O)OC(C#CCN1CCOCC1)c1ccccc1 (stereo not given),-1,12,0.1,-4,-1,-3,-4,-10
COc1cccc(NC(=O)C(c2ccccc2)N2CCCC2)c1 (stereo not given),3,4,-0.2,-2,-3,-12,19,-3
CCCC[n+]1c2ccccc2cc2ccccc21,40,65*,2.3,1,0,4,4,2
Cc1ccc(S(=O)(=O)N2CCCC2C(=O)Nc2ccc(O)cc2)cc1 (stereo not given),-14,12,0.1,-2,-2,1,1,-4
Cc1cc(SCC(=O)c2ccccc2)n2nc(C)nc2n1,3,22,-1.1,2,-2,10,9,3
COc1ccc(OC)c(NC(=O)COC(=O)C2CCN(C(=O)c3ccc(Cl)cc3)CC2)c1,13,17,-0.7,0,2,2,8,-2
CC(C)CC(=O)NCCCN1CCN(CCCNC(=O)CC(C)C)CC1,-22,2,2.3,1,-3,0,-5,10
CCOc1ccc(NS(=O)(=O)c2ccc(C(=O)N(C)CC(=O)Nc3ccc(C)cc3)cc2)cc1,11,10,-1.0,-3,10,-7,15,2
O=C(Nc1ccc(N2CCOCC2)cc1)Nc1ccc2nsnc2c1,-11,2,0.4,-1,-4,-5,-2,-4
CCOC(=O)c1sc2nc(CC(=O)OC)nc(NCc3ccc(Cl)cc3)c2c1C,-1,-2,9.2,3,-3,5,-3,29
Cc1noc(C)c1NC(=O)N(C)C[C@H]1Oc2ccc(NS(=O)(=O)c3c(C)noc3C)cc2C(=O)N([C@H](C)CO)C[C@@H]1C,-12,11,0.6,-1,-3,-2,23,0
Cc1noc(C)c1C(=O)N1CCN(c2ccccc2O)CC1,-17,7,1.6,-1,-2,8,-3,8
Cc1ccc(-n2c(SCC(N)=O)nnc2-c2ccccn2)cc1C,11,16,-2.9,-2,-4,-4,-2,5
COc1ccc(-n2nc(C(=O)NCC(=O)N3CCN(c4ccccn4)CC3)c3ccccc3c2=O)cc1,-2,36,3.9,1,0,-49,20,-19
O=C(Nc1ccc2nc(-c3ccccc3)[nH]c2c1)c1ccco1,-110,44,2.2,6,6,-47,-4,-49
O=C(/C=C/N1CCOCC1)c1cc2ccccc2o1,-4,9,0.9,-2,-5,-73,4,-60
COc1cc(CNCc2cccs2)ccc1OCc1ccccc1,-3,-1,0.8,0,1,-9,-3,-31
COc1cc([N+](=O)[O-])ccc1NC(=O)CCCOc1cccc(C)c1,-4,13,-0.5,1,0,20,-9,-8
COc1ccc(CC(=O)Nc2c3c(nn2-c2cccc(C)c2C)CS(=O)C3)cc1OC (stereo not given),-18,12,-0.8,0,2,-2,-10,0
Cc1cc(-c2nc(C)c(C(=O)NN)s2)no1,7,-3,2.1,1,6,13,-30,6

# As entered above:
# COc1ccc(-n2nc(C(=O)NCC(=O)N3CCN(c4ccccn4)CC3)c3ccccc3c2=O)cc1 in APJ ag shows 0
# CCOC(=O)c1sc2nc(CC(=O)OC)nc(NCc3ccc(Cl)cc3)c2c1C in Mdm2-MdmX inh shows -1
# COc1cc(CNCc2cccs2)ccc1OCc1ccccc1 in APJ antagonist shows -3
# Cc1ccc(-n2c(SCC(N)=O)nnc2-c2ccccn2)cc1C in UPR CHOP act shows -2.9
# Cc1noc(C)c1C(=O)N1CCN(c2ccccc2O)CC1 in Jurkat NFkB inh shows 8

# Additional compounds.
SMILES,Mdm2-MdmX inh,tim23-1 inh,UPR CHOP act,UPR XBP1 act,APJ ag,697 NFkB inh,APJ antagonist,Jurkat NFkB inh
COc1ccc(S(=O)(=O)NCCc2cn3nc(C)c(C)nc3n2)cc1F,9,0,1.3,-2,-5,-7,9,0
COc1ccc(C(C(=O)NCC2CCCO2)N(C(=O)Cn2nnc3ccccc32)c2ccccc2C(C)=O)cc1OC (stereo not given),13,-5,2.7,0,0,15,4,11
COCCNS(=O)(=O)c1cccc2cccnc12,-7,2,1.5,0,1,13,-5,13
COC(=O)c1ccc(Cl)c(NC(=O)CSc2nnc(-c3ccncc3)o2)c1,11,8,-0.5,-3,7,-3,6,2
COc1ccc(CSc2nc(CSC)cc(N3CCOCC3)n2)cc1,6,15,-0.9,-2,-3,-12,1,-15
O=C(O)c1ccc(Cn2cnc3sc4c(c3c2=O)CCCC4)cc1,-21,1,-0.4,-5,-2,1,5,-3
COc1ccc(/C=C2/C(=O)N(Cc3ccccc3)N=C2C)cc1,-7,29,3.5,1,-4,15,-2,13
CCN1CCN(CC(=O)N2N=C(c3cccs3)CC2c2ccc(F)cc2)C(=O)C1=O (stereo not given),14,7,0.1,-1,-2,4,-19,-2
CCc1cccc2c(C(=O)C(F)(F)F)cn(CC(=O)N3CCOCC3)c12,-4,20,0.9,4,-2,-2,6,-7
CO/N=C/C(C#N)=C/c1cc(C(=O)c2ccccc2)cn1C,-5,17,-1.7,1,-4,-3,25,19
Cc1ccc(OCCNC(=O)c2ccccc2OCc2c(C)noc2C)cc1,-11,35,1.0,-1,-1,2,-53,14
CC(C)C(=O)NC(NC(=S)Nc1cccc2cccnc12)C(Cl)(Cl)Cl (stereo not given),-1,-5,-1.3,-1,-1,-4,-8,-6
COc1ccc(CC2(C)OC(c3ccc(C)c([N+](=O)[O-])c3)=NN2C(C)=O)cc1 (stereo not given),25,11,-1.1,0,-2,-1,22,17
COc1cc(OC)cc(C(=O)NNC(=O)c2ccc3c(c2)OCCO3)c1,-2,3,-0.8,-2,-2,-13,-12,9

# Among those listed so far, two have a cyano group:
SMILES,Mdm2-MdmX inh,tim23-1 inh,UPR CHOP act,UPR XBP1 act,APJ ag,697 NFkB inh,APJ antagonist,Jurkat NFkB inh
COCc1c(C(=O)OC/C(O)=C(\C#N)c2nc3ccccc3[nH]2)oc2ccccc12,11,-17,-0.1,2,-1,10,-4,-11
CO/N=C/C(C#N)=C/c1cc(C(=O)c2ccccc2)cn1C,-5,17,-1.7,1,-4,-3,25,19
